# Rab7 wt modul: alters GTP binding to wildtype dog Rab7; actives 0.055% (n = 190,000); GTP binding activity (percent of control), % at 10 µM; GST-Rab7 beads, fluorescent GTP binding, flow cytometry; actives lie on both sides; untreated = 100%, excess cold GTP = 0%;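 active = fluorescent GTP binding to Rab7 beads changed by at least 20 points from the 100% baseline, either direction, mostly lower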;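 note: median green fluorescence of bound Bodipy-FL-GTP per Rab7 bead population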
# Rab2 wt GTP: changes GTP binding to wildtype dog Rab2A, up or down. GTP binding activity, % at 10 µM. GST-Rab2 wt beads, Bodipy-GTP binding, flow cytometry. AID 760. actives 0.19% (n = 190,000);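 active = GTP binding activity at least 20 points away from 100%, either lowered or raised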;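 note: 0% = beads with excess unlabeled GTP and 100% = no-compound control corrected for plate trend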
# Cdc42 wt: changes GTP binding to wildtype human Cdc42 | GST-Cdc42 beads, Bodipy-GTP binding, flow cytometry; actives lie on both sides | P60953 | percent activity (GTP binding), % at 10 µM | actives 0.2% (n = 190,000) | AID 761;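 active = percent activity GTP binding at least 20 points away from the 100% baseline, either down as inhibitor or up as activator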;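 note: median bead fluorescence of bound Bodipy-FL-GTP at 100 nM; 0% = excess unlabeled GTP control and 100% = no compound control; below 100% means less GTP binding so inhibitor and above means activator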
# Target sequence (P60953 whole entry, looked up): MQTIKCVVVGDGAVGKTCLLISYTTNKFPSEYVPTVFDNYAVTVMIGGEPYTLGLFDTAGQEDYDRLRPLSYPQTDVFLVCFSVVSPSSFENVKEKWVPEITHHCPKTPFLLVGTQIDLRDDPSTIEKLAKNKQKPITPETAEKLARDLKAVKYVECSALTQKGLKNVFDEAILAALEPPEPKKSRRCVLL
# ABCB1 inh: human ABCB1 inhibition, ABCG2 as counter-screen | P08183 | CCRF-Adr cells, JC-1 efflux, flow cytometry | inhibition, % at 6.6 µM | actives 0.067% (n = 190,000) | AID 1326; in the data active = inhibition above about 40%;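 note: 0% = vehicle and 100% = reference inhibitor; higher value means more JC-1 retained so stronger ABCB1 efflux block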
# Avidin fluor: compound fluoresces at 488/530 nm on avidin beads; compound fluorescence 488/530 nm, flow cytometry; hits give high values; fluorescence (KMESF) at 10 µM; actives 0.38% (n = 220,000); in the data active = fluorescence above about 47; note: inactives centre near 10
# Rac1 act GTP bind: human Rac1 activated mutant GTP binding change; P63000; GST-Rac1 activated beads, fluorescent GTP binding, flow cytometry; actives lie on both sides; 100% means binding = to untreated wells; percent activity (GTP binding), % at 10 µM; actives 0.11% (n = 190,000);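 active = GTP binding at least 20 percentage points away from the 100% baseline, in either direction, so actives lie on both sides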
# Rac1 wt modul: alters GTP binding to wildtype human Rac1 | GTP binding activity (% of control), % at 10 µM | P63000 | AID 757 | actives 0.27% (n = 190,000) | GST-Rac1 beads, fluorescent GTP binding, flow cytometry; actives lie on both sides; 0 = cold GTP competed, 100 = untreated;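 active = GTP binding activity at least 20 points away from the 100% control level, either lower or higher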
# HRas wt GTP bind: human HRas wildtype GTP binding, change in either direction; GST-Ras wt beads, Bodipy-FL-GTP binding, flow cytometry; actives lie on both sides; GTP binding activity, % at 10 µM; actives 0.14% (n = 190,000); AID 759;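 active = GTP binding activity at least 20% away from the 100% baseline, either lowered as inhibitor or raised as activator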;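 note: 0% = unlabeled GTP competition control and 100% = no-compound control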
# Target sequence (P01112 whole entry, looked up): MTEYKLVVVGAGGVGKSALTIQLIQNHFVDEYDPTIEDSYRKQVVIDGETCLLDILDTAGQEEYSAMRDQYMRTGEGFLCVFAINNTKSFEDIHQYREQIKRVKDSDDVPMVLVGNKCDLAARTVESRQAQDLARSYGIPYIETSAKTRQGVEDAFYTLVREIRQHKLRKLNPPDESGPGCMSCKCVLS
# GSH fluor: compound fluoresces at 488/530 nm on GSH beads; GSH beads flow cytometry, compound fluorescence 488/530 nm; hits give high values; fluorescence (KMESF) at 10 µM; actives 0.25% (n = 190,000); in the data active = fluorescence above about 89;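 note: glutathione beads carrying GST-tagged Bcl family fusion proteins plus one bare bead set; values are compound well signal with DMSO vehicle wells as background; inactives centre near 16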
# Pf gametocyte: kills late stage P. falciparum gametocytes; P. falciparum stage V gametocytes, ATP luminescence, 24 h; inhibition, % at 10.9 µM; actives 0.065% (n = 150,000); AID 743093;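 active = inhibition above the mean plus 3 SD of compounds within the control limits, set per campaign, cut at about 38% in these data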;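 note: 0% = DMSO wells and 100% = medium only without gametocytes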
# ABCG2 inh: inhibitors of human ABCG2 transporter, ABCB1 counter-screen | IgMXP3 cells, JC-1 efflux, flow cytometry | inhibition, % at 6.6 µM | actives 0.1% (n = 190,000);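 active = inhibition above 80%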;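 note: 0% = DMSO and 100% = nicardipine control wells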
# Target sequence (Q9UNQ0 whole entry, looked up): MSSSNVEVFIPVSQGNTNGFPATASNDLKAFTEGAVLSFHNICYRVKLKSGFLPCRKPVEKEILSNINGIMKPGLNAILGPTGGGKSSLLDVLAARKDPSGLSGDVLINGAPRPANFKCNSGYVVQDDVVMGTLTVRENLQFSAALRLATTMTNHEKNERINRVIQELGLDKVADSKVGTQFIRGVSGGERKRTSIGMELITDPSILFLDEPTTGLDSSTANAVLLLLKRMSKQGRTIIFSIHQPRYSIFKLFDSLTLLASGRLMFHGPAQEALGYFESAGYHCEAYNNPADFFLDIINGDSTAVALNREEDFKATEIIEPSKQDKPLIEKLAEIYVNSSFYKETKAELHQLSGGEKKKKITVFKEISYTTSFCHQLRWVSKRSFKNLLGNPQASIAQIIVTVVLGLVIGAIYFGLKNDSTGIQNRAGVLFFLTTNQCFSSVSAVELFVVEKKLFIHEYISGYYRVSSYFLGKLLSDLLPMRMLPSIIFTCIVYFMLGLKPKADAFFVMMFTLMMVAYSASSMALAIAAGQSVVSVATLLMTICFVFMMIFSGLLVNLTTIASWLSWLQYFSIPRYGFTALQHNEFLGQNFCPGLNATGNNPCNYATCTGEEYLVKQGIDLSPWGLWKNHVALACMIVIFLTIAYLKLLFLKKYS
#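 System: two drug-resistant human cell lines, ABCG2 and ABCB1; controls: nicardipine high and DMSO low controls; times: 10 min exposure at 25 °C with rotation, no wash; detection: flow cytometry of retained JC-1 fluorescence; read-out basis: percent efflux inhibition, scaled nicardipine 100% to DMSO 0%; doses: one concentration, 6.6 µM final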
# The depositor's hits bear a star; · = not tested or not shown.
SMILES,Rab7 wt modul,Rab2 wt GTP,Cdc42 wt,ABCB1 inh,Avidin fluor,Rac1 act GTP bind,Rac1 wt modul,HRas wt GTP bind,GSH fluor,Pf gametocyte,ABCG2 inh
COC(=O)c1cc(C)sc1NC(=O)C1CC=CCC1C(=O)O (stereo not given),95,96,92,0.0,8,93,96,97,7,·,0
CN1C(=O)CSc2ccc(NC(=O)NCc3ccc(F)cc3)cc21,93,94,90,0.0,13,93,87,93,10,-6,4
O=C(OCc1c(Cl)cccc1Cl)c1ccccn1,102,102,103,1.0,9,101,103,103,39,·,2
COCCNC(=O)c1ccc(-n2c(SCc3cc(F)ccc3F)nc3ccccc3c2=O)cc1,103,101,105,2.8,4,103,107,103,11,-24,3
Cc1nn(-c2ccccc2)c(C)c1/C=N/NC(=O)c1cc(-c2ccccc2)n[nH]1,98,96,100,0.4,12,97,102,99,35,2,-4
CCC(C)(C)n1nnnc1C(c1ccc2ncccc2c1)N1CCCCCC1 (stereo not given),95,97,96,1.1,7,99,100,100,17,·,1
OCCNCc1ccc(-c2ccccc2)cc1,96,99,101,-0.8,21,100,99,97,15,-6,-6
O=C(Nc1cccnc1)c1cc(-c2ccc(F)cc2)on1,108,103,97,0.0,5,96,100,101,9,-31,5
CC12C(=O)N(c3ccc(C(=O)N4CCOCC4)cc3)C(=O)C1C1c3ccccc3C2c2ccccc21 (stereo not given),97,98,99,2.4,4,97,104,98,5,-6,1
O=C(CC(c1ccccc1)c1ccccc1)Nc1ccc2c(c1)OCCO2,102,96,99,0.4,13,99,96,100,10,-5,4
O=C1C2C(c3ccccc3)(C(=O)N1c1ccc(Cl)cc1)C2(c1ccccc1)c1ccccc1 (stereo not given),100,100,102,0.7,13,102,104,100,20,2,2
CCC(=O)N1CCc2cc(S(=O)(=O)NC(C(=O)NC3CCCc4ccccc43)C(C)C)ccc21 (stereo not given),99,98,98,1.5,9,99,104,97,23,10,1

# One compound at a time (already shown). Order of values: Rab7 wt modul	Rab2 wt GTP	Cdc42 wt	ABCB1 inh	Avidin fluor	Rac1 act GTP bind	Rac1 wt modul	HRas wt GTP bind	GSH fluor	Pf gametocyte	ABCG2 inh
# Profile of O=C(Nc1cccnc1)c1cc(-c2ccc(F)cc2)on1 : 108	103	97	0.0	5	96	100	101	9	-31	5
# Profile of O=C1C2C(c3ccccc3)(C(=O)N1c1ccc(Cl)cc1)C2(c1ccccc1)c1ccccc1 (stereo not given) : 100	100	102	0.7	13	102	104	100	20	2	2
# Profile of CCC(=O)N1CCc2cc(S(=O)(=O)NC(C(=O)NC3CCCc4ccccc43)C(C)C)ccc21 (stereo not given) : 99	98	98	1.5	9	99	104	97	23	10	1
# Profile of CN1C(=O)CSc2ccc(NC(=O)NCc3ccc(F)cc3)cc21 : 93	94	90	0.0	13	93	87	93	10	-6	4

# Continuation.
SMILES,Rab7 wt modul,Rab2 wt GTP,Cdc42 wt,ABCB1 inh,Avidin fluor,Rac1 act GTP bind,Rac1 wt modul,HRas wt GTP bind,GSH fluor,Pf gametocyte,ABCG2 inh
COc1ccccc1NC(=O)COn1nnc2ccc(S(=O)(=O)N3CCOCC3)cc21,100,100,94,-0.6,7,96,98,97,14,10,-1
Cc1c(Cl)cccc1NC(=O)CCN1CCCCCC1,104,103,103,1.0,7,99,104,103,35,·,2
O=C(NCc1cccc(Cl)c1)c1cnccn1,101,99,100,-0.1,16,99,106,99,34,7,-1
CC(=O)N1N=C(c2cccc([N+](=O)[O-])c2)OC1c1ccccc1Cl (stereo not given),98,99,104,0.3,23,99,106,102,8,·,1
CCn1ccnc1CN(C)Cc1cn[nH]c1-c1ccc(F)cc1F,98,99,100,0.6,9,98,106,100,57,16,5
Cc1cccc(C(=O)Nc2ccc(O)cc2C(=O)O)c1,103,97,96,0.0,10,93,96,94,13,·,-4
O=C(N1CCOCC1)N1CCN(S(=O)(=O)c2ccccc2)C1,96,96,98,0.2,13,96,95,97,28,-18,0
O=C(OCc1nnc(-c2ccccc2)o1)C1=COCCO1,103,103,106,0.5,15,98,108,103,35,7,2
CCc1ccc(-n2c(C)nc3cc(C(=O)NCc4cccnc4)ccc32)cc1,99,99,101,0.3,10,98,98,99,12,-43,3
Cc1ccc(S(=O)(=O)NCc2ccc(C(=O)N(C)CCC#N)cc2)cc1,101,101,102,0.0,9,99,103,102,27,·,-1
CC(=O)Nc1ccc(OC(=O)c2ccc(Br)c([N+](=O)[O-])c2)cc1,98,95,95,0.6,7,94,93,94,17,-7,7
COc1ccccc1-n1c(C)nnc1SCC(=O)Nc1cccc(C(C)=O)c1,98,98,100,1.0,35,98,97,99,14,-9,4
O=C(Nc1cccc(NC(=O)c2cccs2)c1)c1ccc2c(c1)OCO2,96,94,99,-0.3,13,94,101,94,13,8,3
Cc1ccc2nc(NC(=O)C3CCN(S(=O)(=O)c4ccc5c(c4)oc(=O)n5C)CC3)sc2c1,99,95,96,-0.5,6,95,98,96,14,·,-2
O=C(Nc1nc2c(s1)CN(Cc1ccccc1)CC2)c1c(F)cccc1F,104,99,97,2.2,25,97,96,98,32,-12,8
CCN(CC)c1ccc(/C=N/NC(=O)c2cccc(N3CCCC3=O)c2)cc1,97,95,96,-0.4,11,98,103,99,16,-24,1
CCOC(=O)N1CCN(Cc2nc3c(c(=O)[nH]c(=O)n3C)n2Cc2cc(C)ccc2C)CC1,102,100,99,1.0,11,96,101,101,24,·,-2
Nc1nc(Cl)cc(Sc2ccc3ccccc3c2)n1,96,96,98,0.2,35,96,95,96,17,4,1
O=C1CC(c2ccccc2)CN1Cc1ccccc1 (stereo not given),99,97,96,0.3,8,95,97,99,12,-5,2
COCCN(C(=O)C(C)C)c1nnc(-c2ccc(C(C)(C)C)cc2)s1,103,101,101,1.6,13,96,100,100,11,15,6
COc1ccc(CC(=O)Nc2cc(Cl)ccc2O)cc1,97,98,97,0.7,4,95,100,96,10,·,4
CC(=O)Nc1ccc(-c2csc(NCc3ccco3)n2)cc1,95,95,97,0.5,19,96,99,95,16,·,3
CCOC(=O)/C(C#N)=C/c1cn(CCC(=O)O)nc1-c1cccc(Br)c1,102,93,91,-0.4,26,88,93,95,59,10,0
Cc1ccc(-n2c3nc(=O)[nH]c(=O)c-3cc3c(C)nn(-c4ccccc4)c32)c(C)c1,100,102,102,0.0,16,100,104,100,16,21,1
CN(C)c1cc[n+](Cc2c(Cl)cccc2Cl)cc1,97,101,100,-0.2,6,99,106,101,16,11,-1
Cc1cccc(-n2c(N)cc(=O)nc2SCC(=O)Nc2nnc(C)s2)c1,101,97,101,-0.4,39,99,99,100,25,10,-2
COc1cccc(CNC(=O)C2CCCN(S(=O)(=O)c3c(C)[nH]c(=O)[nH]c3=O)C2)c1 (stereo not given),97,100,103,0.5,9,102,105,101,4,·,3
Cc1cc(C)cc(NC(=S)NC(=O)CCN2C(=O)c3ccccc3C2=O)c1,102,105,105,0.1,7,103,105,104,13,·,1
CC1(C)CC(=O)C2=C(C1)OC(N)=C(C#N)C2C1CC=CCC1 (stereo not given),102,101,100,1.7,38,97,108,99,23,·,11
CCOC(=O)CSc1nnc(CSc2nc(C)cc(C)n2)n1Cc1ccco1,96,103,103,-3.1,16,99,103,104,20,·,-4
O=C(Cn1c(=O)sc2ccccc21)NCCOc1ccccc1F,101,104,103,0.3,40,102,105,100,11,21,4
CC(Sc1ccccc1)C(=O)Nc1ccc(N2CCOCC2)cc1 (stereo not given),98,98,98,1.1,16,96,95,99,13,·,6
Cc1cccc(NC(=O)c2ccc(COc3cccc4ccccc34)o2)n1,97,96,96,0.1,11,98,101,99,12,-1,6
COc1cc(/C=C(\C#N)C(=O)Nc2ccc3ccccc3c2)c([N+](=O)[O-])cc1OC,98,99,101,0.5,11,99,109,101,12,·,18
CCNc1c2c(nc3ccccc13)CC(C)(C)CC2=O,101,100,103,0.5,5,100,107,103,32,·,19
COc1cccc(C(=O)Nn2c(C)nnc2-n2nc(C)cc2C)c1,98,99,100,-0.2,18,98,102,102,18,·,0
O=[N+]([O-])c1ccc(O)c(/C=N\N=C2c3ccccc3-c3ccccc32)c1,94,93,95,-1.5,10,93,94,94,12,-5,-8
O=C(Nc1ccc(OC(F)(F)C(F)F)c(NC(=O)c2cccc(F)c2)c1)c1cccc(F)c1,104,99,97,0.1,3,101,102,101,9,·,6
c1ccc2c(CSc3nnc(-c4ccncc4)o3)cccc2c1,98,107,105,-0.2,6,99,102,105,21,-5,0
COCC(=O)Nc1cc(Cl)ccc1C(F)(F)F,95,96,93,-0.1,7,95,94,94,8,·,1
CCOC(=O)N1CCN(c2nc(-c3ccc(OC)cc3)no2)CC1,102,99,98,0.5,8,98,100,100,17,13,3
C=CCCC(=O)Nc1ccc(COC(=O)N2CCOCC2)cc1,102,101,102,-0.2,13,95,100,99,45,·,2
CC(C)N(C(=O)COC(=O)c1ccccc1C(=O)c1ccc(Cl)c([N+](=O)[O-])c1)C(C)C,105,98,94,3.5,9,96,99,99,16,-2,20
COC(=O)c1cccc(N(C(=O)c2cnccn2)C(C(=O)NCc2ccccc2)c2ccco2)c1 (stereo not given),100,100,105,1.8,33,100,104,101,20,8,10
O=C1OC(Nc2ccccn2)c2ccccc21 (stereo not given),99,104,106,-1.1,12,100,102,104,24,·,-4
CCOc1ccc(NC(=O)CSC2=NCCN2)cc1,97,94,97,-0.2,2,100,100,95,5,3,4
Cc1ccccc1-n1cc(CNC(=O)CC2C(=O)NCCN2C/C=C/c2ccccc2)cn1 (stereo not given),105,99,96,0.3,6,94,97,97,15,-9,1
Nc1ccc(O)c(-c2nc3ccccc3s2)c1,98,98,98,-1.2,25,98,101,99,18,·,-10
COc1cc(/C=C2\SC(=S)N(Nc3ncc(C(F)(F)F)cc3Cl)C2=O)ccc1O,95,98,99,2.1,38,95,100,96,26,·,2
COc1ccc(C)cc1NC(=O)CSc1nnc(-c2ccc(C)cc2)o1,96,98,98,1.2,6,97,97,98,24,·,3
CCNc1nc(NCC)n2c(SC(C)C(=O)c3ccc(C)cc3)nnc2n1 (stereo not given),98,98,102,-0.6,7,100,98,98,10,15,-5
Cn1c(NC(=O)c2ccc(Cl)cc2Cl)cc(=O)n(C)c1=O,95,100,101,-0.2,7,98,102,99,12,·,-1
CCN(CC)c1ccc(N2C(=O)c3ccccc3C2=O)cc1,101,98,98,0.3,11,98,100,99,34,·,0
C/C(CCc1ccccc1)=N\NC(=O)c1ccccc1[N+](=O)[O-],103,106,107,·,6,104,105,105,11,4,5
N#CC1=C(N)N2C(=C(C#N)C1c1ccc(Br)cc1)Nc1ccccc12 (stereo not given),103,101,103,-0.4,20,98,107,102,12,·,0
O=C1c2ccccc2C(O)N1c1cccnc1 (stereo not given),101,99,98,0.5,6,95,100,98,24,·,1
O=C(Cn1cnc([N+](=O)[O-])n1)N/N=C/c1ccccc1O,100,97,96,-0.3,20,97,98,97,24,·,-2

# Screening results deposited in PubChem BioAssay by several laboratories.
